From PubChem BioAssay
PAFAH1B3 FP inh: PAFAH1B3 (human) inhibition; Q15102; recombinant PAFAH1B3, FP-rhodamine probe, fluorescence polarization; inhibition, % at 3.39 µM; actives 0.28% (n = 340,000); AID 492972;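 active = inhibition above the screen-wide average of all tested compounds plus 3 SD, cut at about 25% in these data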;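 note: 0% = enzyme with DMSO only and 100% = wells lacking PAFAH1B3 protein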
Target sequence (Q15102 whole entry, looked up): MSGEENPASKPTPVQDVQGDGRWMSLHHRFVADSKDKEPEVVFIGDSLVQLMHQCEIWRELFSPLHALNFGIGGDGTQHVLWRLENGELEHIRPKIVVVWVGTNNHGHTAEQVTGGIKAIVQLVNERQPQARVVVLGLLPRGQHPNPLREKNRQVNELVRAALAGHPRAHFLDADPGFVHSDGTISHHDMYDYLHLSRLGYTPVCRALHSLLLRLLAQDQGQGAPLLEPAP
PREPL inh: inhibits the human prolyl oligopeptidase-like enzyme | Q4J6C6 | recombinant PREPL, fluorescence polarization activity-based probe | inhibition, % at 5.96 µM | actives 0.68% (n = 320,000) | AID 2751; in the data active = inhibition above about 43%;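 note: 0% = enzyme with DMSO and 100% = wells lacking enzyme; many of its hits are not listed in these tables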
Target sequence (Q4J6C6 whole entry, looked up): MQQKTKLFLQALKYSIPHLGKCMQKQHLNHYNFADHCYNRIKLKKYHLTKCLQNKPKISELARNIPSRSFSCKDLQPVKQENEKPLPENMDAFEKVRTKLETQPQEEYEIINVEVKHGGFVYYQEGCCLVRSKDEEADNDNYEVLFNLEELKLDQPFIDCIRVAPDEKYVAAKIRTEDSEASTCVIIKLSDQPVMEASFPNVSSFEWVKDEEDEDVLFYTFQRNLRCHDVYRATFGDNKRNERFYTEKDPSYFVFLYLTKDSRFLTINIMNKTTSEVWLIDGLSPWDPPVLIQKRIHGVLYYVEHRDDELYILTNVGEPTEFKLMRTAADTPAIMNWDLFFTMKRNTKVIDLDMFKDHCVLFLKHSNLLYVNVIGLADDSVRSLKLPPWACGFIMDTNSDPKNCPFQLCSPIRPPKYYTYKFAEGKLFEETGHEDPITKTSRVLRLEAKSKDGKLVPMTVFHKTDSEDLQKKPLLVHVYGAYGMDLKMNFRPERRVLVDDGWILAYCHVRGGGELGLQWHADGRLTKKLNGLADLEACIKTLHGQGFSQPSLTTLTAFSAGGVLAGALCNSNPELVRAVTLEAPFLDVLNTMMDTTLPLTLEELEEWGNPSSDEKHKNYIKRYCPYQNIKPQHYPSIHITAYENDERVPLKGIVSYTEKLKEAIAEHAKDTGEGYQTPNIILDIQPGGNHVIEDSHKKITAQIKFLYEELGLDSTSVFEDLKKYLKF
LYPLA1 counter: blocks human lysophospholipase 1, a PME1 counter-screen. recombinant LYPLA1, FP-Rh probe fluorescence polarization. inhibition, % at 5.9 µM. AID 2174. actives 0.16% (n = 320,000). O75608;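 active = inhibition above the mean of all tested compounds plus 3 SD, set per campaign, cut at about 14% in these data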;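 note: inhibitors block serine hydrolase probe labeling of LYPLA1 so polarization falls; 0% = enzyme with DMSO and 100% = wells lacking LYPLA1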
EBNA-1 inhibitor: blocks EBNA-1 binding to DNA; EBNA-1 DNA binding, fluorescence polarization; actives 0.34% (n = 300,000); inhibition, % at 14.8 µM; in the data active = inhibition above about 28%
PAFAH2 FP inh: PAFAH2 (human) inhibition; Q99487; recombinant PAFAH2, FP-rhodamine activity probe, fluorescence polarization; inhibition, % at 3.39 µM; actives 0.99% (n = 340,000);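 active = inhibition above the mean over all tested compounds plus 3 SD, cut at about 30% in these data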;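 note: inhibitors block probe labeling of enzyme so polarization drops; 0% = enzyme with DMSO and 100% = wells lacking PAFAH2 protein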
PAD4 inh: blocks human protein arginine deiminase 4; recombinant PAD4, RCA probe fluorescence polarization; actives 0.41% (n = 330,000); inhibition, % at 6.36 µM; AID 485272;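 active = percent inhibition above a cutoff equal to the mean of all tested compounds plus 3 SD, cut at about 15% in these data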;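 note: 0% = PAD4 with RCA probe and DMSO and 100% = probe without PAD4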
ZTA DNA inh: counter-screen for EBNA-1 inhibitors: inhibitors of Epstein-Barr virus ZTA; P03206; ZTA-DNA binding, fluorescence polarization; inhibition, % at 11 µM; actives 0.15% (n = 320,000); in the data active = inhibition above about 33%
GSTO1 inh: blocks human GSTO1 in RBBP9 counter-screen. P78417. recombinant GSTO1, activity-based probe fluorescence polarization. inhibition, % at 5.96 µM. actives 1.1% (n = 300,000). AID 1974;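 active = inhibition above the campaign mean inhibition plus 3 SD, cut at about 35% in these data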;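 note: 0% = GSTO1-1 with DMSO and 100% = wells lacking GSTO1-1 enzyme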
LYPLA2 counter: blocks human lysophospholipase 2, a PME1 counter-screen. O95372. recombinant LYPLA2, FP-Rh probe fluorescence polarization. inhibition, % at 5.9 µM. actives 0.38% (n = 320,000). AID 2177;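 active = inhibition above the screen-wide mean plus 3 SD, limit set per campaign, cut at about 26% in these data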;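 note: 0% = LYPLA2 with DMSO and 100% = wells lacking LYPLA2 enzyme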
* marks the source's active call; other numbers are inactive results; . = no result given. Only part of the results is shown (hit frequency here may not be typical).

Start of the listing, in advance:
Molecule	PAFAH1B3 FP inh	PREPL inh	LYPLA1 counter	EBNA-1 inhibitor	PAFAH2 FP inh	PAD4 inh	ZTA DNA inh	GSTO1 inh	LYPLA2 counter
CCCCN(C)C(=O)c1c[nH]c2ccc(S(=O)(=O)N3CCOCC3)cc2c1=O	8	-2	-1	3	-2	-3	1	5	-3
CCCCN(CC)C(=O)Cc1c(C(=O)O)[nH]c2ccc(Cl)cc12	-1	1	-1	0	1	4	-11	-8	4
CCn1c(SCC(=O)NCCOc2ccccc2)nc2ccccc2c1=O	4	-10	0	-8	2	0	-2	-1	-2

All compounds of this part, from the start:
Molecule	PAFAH1B3 FP inh	PREPL inh	LYPLA1 counter	EBNA-1 inhibitor	PAFAH2 FP inh	PAD4 inh	ZTA DNA inh	GSTO1 inh	LYPLA2 counter
CCCCN(C)C(=O)c1c[nH]c2ccc(S(=O)(=O)N3CCOCC3)cc2c1=O	8	-2	-1	3	-2	-3	1	5	-3
CCCCN(CC)C(=O)Cc1c(C(=O)O)[nH]c2ccc(Cl)cc12	-1	1	-1	0	1	4	-11	-8	4
CCn1c(SCC(=O)NCCOc2ccccc2)nc2ccccc2c1=O	4	-10	0	-8	2	0	-2	-1	-2
Cc1ccc2oc(=O)c3cnn(CC(=O)N(Cc4ccco4)C4CCCCC4)c3c2c1	-5	-28	0	2	-6	0	9	3	0
COc1ccc(C)cc1S(=O)(=O)NCC(c1ccc2c(c1)OCO2)N1CCN(C)CC1 (stereo unspecified)	2	1	2	-4	3	-2	-8	1	5
Cc1ccc2sc(N(CCCN(C)C)C(=O)c3nc4ccccc4s3)nc2c1C	1	15	2	-6	-13	4	-19	13	2
COc1ccc2[nH]c(=O)c(CNc3ccccc3C)cc2c1	2	23	2	5	7	1	-12	-2	8
Cc1ccc(CNCCC2=CCCCC2)cc1	0	-3	-1	11	7	0	6	5	0
Oc1ccc2ccccc2c1C1Nc2cccc3cccc(c23)N1	4	22	-11	8	4	-4	-23	42*	-3
COc1cc(C(C)=O)ccc1Oc1ncnc2c1cnn2-c1ccc(F)cc1	9	6	-1	-7	-3	0	5	-1	7
COC(=O)CNC(=O)CNC(=O)Nc1ccccc1	-4	-4	8	2	-5	2	3	15	4
COc1ccccc1C(=O)NC(=O)COC(=O)C1CC1C (stereo unspecified)	3	8	1	-4	3	3	-7	-4	-3
O=C(CCn1c(SCC(=O)c2ccccc2)nc2ccccc2c1=O)NCc1ccc(F)cc1	0	21	33*	-1	7	68*	-20	62*	22
O=C(O)c1cc(Cl)c2c(c1)OCO2	-5	-5	0	4	-9	-5	7	-1	-2
CC1=C/C(=C\c2ccc3c(c2)OCO3)C(=O)S1	4	-4	1	9	3	-5	8	5	-1
Cc1c2cnn(CC(=O)NCCCN3CC(C)CC(C)C3)c(=O)c2c(C)n1Cc1ccc(Cl)cc1 (stereo unspecified)	-1	37	-2	1	5	4	-1	10	-3
Cc1ccc(N(CC(=O)N2CCN(C3CCCCC3)CC2)S(=O)(=O)c2cccnc2)cc1	11	2	-2	-6	2	-1	10	4	-4
CCOC(=O)C(=NC(C)C)NNc1cc(Cl)ccc1Cl	6	19	-4	-7	3	4	-17	10	-3
Cc1cc(C(=O)COc2ccc(F)cc2Br)c(C)n1C	0	1	-2	-3	1	2	-6	4	-7
c1ccc(Cn2cc(-c3ccccc3)cn2)cc1	4	12	-1	.	0	-3	-12	.	-2
C=CCOc1ccc(/C=C/C(=O)OCC(=O)NCC2CCCO2)cc1 (stereo unspecified)	0	1	0	4	29	2	18	3	-5
CC1CN(C(=O)c2c(Br)cnn2C)CC(C)O1 (stereo unspecified)	-1	-6	-2	8	-3	-6	4	-4	-1
O=C(NC1CCN(C(=O)Nc2ccccc2Cl)CC1)c1ccccc1	5	5	-1	-6	0	2	-13	15	-3
N=C1C(=O)OCC1c1cc(Cl)ccc1NC(=O)Nc1ccccc1 (stereo unspecified)	5	-5	-4	-7	3	-4	-5	-3	-10
Cc1nc(C(F)(F)F)ccc1C(=O)Nc1ccccc1N1CCOCC1	4	5	-2	0	0	3	5	1	-6
Cc1nc(NC(=O)c2cc(-n3cnnc3)ccc2Cl)ccc1Br	7	15	9	-2	0	0	-11	5	11
COC(=O)c1cc(OC)c(OC)cc1NC(=O)c1c(-c2ccccc2Cl)noc1C	3	5	5	2	2	-1	-1	0	0
O=C(Oc1ccccc1C(=O)Nc1ccccc1)c1ccccc1Br	0	-13	-4	-9	-1	3	-15	3	2
CCOc1ccc(C(=O)N/N=C/c2cccc3cccnc23)cc1	9	33	1	-1	1	7	-19	8	0
Cc1ccc(NS(=O)(=O)c2ccc(C3CCCCC3)cc2)cc1	-12	-49	-16	2	-13	0	-11	7	-50

New compounds follow.
Molecule	PAFAH1B3 FP inh	PREPL inh	LYPLA1 counter	EBNA-1 inhibitor	PAFAH2 FP inh	PAD4 inh	ZTA DNA inh	GSTO1 inh	LYPLA2 counter
S=c1[nH]nc(-c2ccccc2)o1	0	-8	-2	4	1	-1	4	4	1
CC(C)c1ccc(CN2CC(C(=O)Nc3ccccc3)CC2=O)cc1 (stereo unspecified)	1	-3	-3	-10	-9	-2	-20	-2	6
COC(=O)C1(C)NC(=O)c2ccccc2N1 (stereo unspecified)	3	-6	2	4	3	1	2	-2	-1
Cc1cc(O)cc(O)c1C(=O)Cc1cnn(-c2ccccc2)c1	-1	-1	-1	3	-5	-1	9	1	6
Clc1cccc(NCc2nnc3n2CCCCC3)c1	3	10	4	-4	-1	-3	-9	1	1
COC(=O)c1ccccc1NC(=O)COC(=O)CO/N=C(\C)c1ccc2c(c1)OCO2	3	6	1	-2	5	-2	-9	2	2
O=C(CSc1nnc(Cc2ccccc2)o1)NC1CC2CCC1C2 (stereo unspecified)	1	1	-1	1	3	0	7	8	7
Cc1ccc(S(=O)(=O)N2CCN(c3cnn(C)c(=O)c3Cl)CC2)cc1	3	-10	-2	2	5	-7	10	-1	1
Cn1c(=O)c2c(nc(N/N=C/c3cccs3)n2Cc2ccccc2)n(C)c1=O	0	6	-1	2	5	-2	-2	4	1
CC(SCC(=O)Nc1ccccc1Br)c1nc2ccccc2c(=O)[nH]1 (stereo unspecified)	11	0	.	.	7	0	.	.	.
CCn1c(C(=O)NCCCN2CCc3ccccc3C2)cc2sccc21	-1	25	-4	0	-5	0	7	2	-1
COCC(C)NC(=O)CCc1nnc(C2(c3ccc(Cl)cc3)CCC2)o1 (stereo unspecified)	8	11	-2	-9	10	2	-7	-2	-2
COc1ccc(CCNC(=O)CN(c2ccc(OC)c(OC)c2)S(=O)(=O)c2ccccc2)cc1OC	12	1	-1	-2	0	-5	6	-3	6
O=C(Nc1ccccc1)C1=C[C@H](c2ccccc2)C[C@H](OCc2ccc(CO)cc2)O1	-2	-7	-1	5	-4	-6	-3	-2	8
CCc1cc2c(=O)c(-c3ccc(F)cc3)c(C(F)(F)F)oc2cc1OCC(=O)O	.	1	0	-15	.	3	-1	-11	-2
CC(=O)c1ccc(N2CCN(S(=O)(=O)c3csc(C(N)=O)c3)CC2)cc1	0	-45	3	-7	8	-1	-13	1	8
Cc1onc(-c2ccccc2)c1C(=O)N(Cc1ccccn1)Cc1ccccn1	3	16	2	3	2	3	-2	10	7
COc1cccc(NC(=O)CN(C)C(=O)COc2cc(C)ccc2Cl)c1	3	4	0	10	3	4	18	-2	4
O=C1C(Cc2ccccc2)S/C(=N/N=C/c2ccco2)N1c1ccccc1 (stereo unspecified)	0	-4	-1	2	6	-4	-26	-4	3
CC(C)(C)NCC(O)COc1ccccc1C(C)(C)C (stereo unspecified)	1	-7	2	9	2	0	10	-7	4
Cc1ccc(S(=O)(=O)Nc2ccc(C(=O)NCc3ccncc3)cc2)cc1	4	-1	1	5	-7	-1	12	4	-3
OCCN(CC#CC(O)(c1ccccc1)c1ccccc1)CCO	3	-1	-1	5	5	1	-4	4	4
C=CCn1c(-c2ccc(Cl)cc2)cnc1SC(C)C(N)=O (stereo unspecified)	2	-7	3	-1	5	-4	-7	0	7
O=C(c1ccc([N+](=O)[O-])o1)N1CCN(c2nc3ccc(F)cc3s2)CC1	-3	16	4	1	8	2	17	6	7
CCN(CC)S(=O)(=O)c1ccc(OC)c(NC(=O)Cn2cnc3c2c(=O)n(C)c(=O)n3C)c1	-7	4	1	-3	4	-5	8	-12	3
CCOC(=O)CN1C(=O)N[C@@H](c2cccc(C(F)(F)F)c2)C(C(=O)OC)=C1C	5	14	-3	8	-2	0	-19	2	-1
CCOc1ccc(OCCCCN(C)C)cc1	3	-4	0	15	-3	0	-5	-2	-5
Cc1ccc(CN(Cc2ccccc2)C(=S)Nc2ccccc2C)o1	1	9	3	4	6	-1	-16	4	7
CCOC(CCNC(=O)c1cn(-c2cccc(C)n2)cn1)OCC	6	1	0	12	0	-4	11	-9	4
CCOc1ccccc1N(CC(=O)Nc1ccc(OC)cc1)S(=O)(=O)c1ccccc1	4	-1	0	28*	17	-4	-12	2	4
COc1ccc(CNC(=O)c2nnn(CC(=O)Nc3cc(C)cc(C)c3)c2N)cc1	-9	-1	-5	-10	-5	-4	9	-16	-10
COc1ccc(NC(=O)C2CCN(S(=O)(=O)c3ccc(N4CCCC4=O)cc3)CC2)c(OC)c1	10	18	2	-2	-2	-6	-29	-3	12
O=C(CCCN1C(=O)/C(=C/c2ccccc2Cl)SC1=S)N1CCOCC1	-10	29	-3	-9	-1	-4	-4	0	5

Five compounds already listed, ordered by molar mass, falling.
Molecule	PAFAH1B3 FP inh	PREPL inh	LYPLA1 counter	EBNA-1 inhibitor	PAFAH2 FP inh	PAD4 inh	ZTA DNA inh	GSTO1 inh	LYPLA2 counter
COC(=O)c1ccccc1NC(=O)COC(=O)CO/N=C(\C)c1ccc2c(c1)OCO2	3	6	1	-2	5	-2	-9	2	2
O=C(Nc1ccccc1)C1=C[C@H](c2ccccc2)C[C@H](OCc2ccc(CO)cc2)O1	-2	-7	-1	5	-4	-6	-3	-2	8
CCn1c(C(=O)NCCCN2CCc3ccccc3C2)cc2sccc21	-1	25	-4	0	-5	0	7	2	-1
O=C(CSc1nnc(Cc2ccccc2)o1)NC1CC2CCC1C2 (stereo unspecified)	1	1	-1	1	3	0	7	8	7
OCCN(CC#CC(O)(c1ccccc1)c1ccccc1)CCO	3	-1	-1	5	5	1	-4	4	4
